From PubChem
OPRM1-OPRD1 inv: inverse agonists of human mu-delta opioid receptor heterodimerization; P35372+P41143; cell-based MOR-DOR heterodimer luminescence, inverse agonism; inhibition, % at 9.3 µM; 340,000 tested, 0.21% active; AID 504357; in the data active means inhibition above about 22%, passing the limit was not always enough;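 further: 0% = cells with DMSO and 100% = wells without cells with DMSO; values of inactives mirror those of a sister screen read the other way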
Mot1-301 SUMO: blocks SUMOylation pathway, rescuing yeast Mot1-301 growth; S. cerevisiae Mot1-301 growth rescue, ATP luminescence, 38.5C; percent above DMSO median, 100 means doubled; growth rescue, % at 18.8 µM; 320,000 tested, 1% active; AID 2716;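 active means every valid replicate shows activation above 250% relative to neutral control wells; inactive means the rest, any valid replicate at or below 250%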;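 further: OY570 slx delta 5 strain wells were the positive control but not used for scaling; some compounds called inactive have numbers as strong as hits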
MOR-DOR ag: agonists of human mu-delta opioid receptor heterodimerization; 340,000 tested, 0.3% active; P35372+P41143; activation, % at 9.3 µM; cells, OPRM1-OPRD1 heterodimerization, luminescence; in the data active means activation above about 18%;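 further: 0% = vehicle-treated cells and 100% = reference agonist; values of inactives mirror those of a sister screen read the other way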
AddAB inh: less growth of phage-infected E. coli with AddAB | E. coli expressing H. pylori AddAB, absorbance growth | inhibition, % at 11.9 µM | 330,000 tested, 0.29% active; in the data active means inhibition above about 12%;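 further: 0% = vehicle wells of infected cells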
Tat export inh: E. coli Tat transport inhibition; inhibition, % at 10 µM; E. coli MC4100 TorA-mCherry Tat export, fluorescence; 340,000 tested, 0.036% active;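 active means mean replicate inhibition at least 50% and at least half of replicates individually reaching 50%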;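 further: exported cargo escapes ClpAP degradation while cytoplasmic cargo is degraded and loses fluorescence; 0% = median of neutral control wells and 100% = median of NaSCN control wells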
Ecoli viability: reduces bacterial viability in AddAB counter-screen | E. coli V3065 growth, OD600 absorbance, 18 h | inhibition, % at 11.9 µM | 330,000 tested, 0.27% active;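 active means inhibition above the campaign's mean inhibition across all tested compounds plus 3 SD, cut at about 9.9% in these data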;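 further: uninfected addAB+ strain grown without phage in ampicillin broth; 0% = DMSO wells and 100% = ciprofloxacin 0.95 µg/ml wells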
HTR5A inv ag: HTR5A inverse agonism, opioid heterodimer counter-screen | P47898 | inhibition, % at 9.3 µM | 340,000 tested, 0.083% active | HTR5A cell line, luminescence; in the data active means inhibition mostly above about 23%, no sharp cut-off; inactive means mostly below about 18%;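 further: 0% = cells with DMSO and 100% = no-cell wells with DMSO; some compounds called inactive have numbers as strong as hits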
Target sequence (P47898 whole entry, looked up): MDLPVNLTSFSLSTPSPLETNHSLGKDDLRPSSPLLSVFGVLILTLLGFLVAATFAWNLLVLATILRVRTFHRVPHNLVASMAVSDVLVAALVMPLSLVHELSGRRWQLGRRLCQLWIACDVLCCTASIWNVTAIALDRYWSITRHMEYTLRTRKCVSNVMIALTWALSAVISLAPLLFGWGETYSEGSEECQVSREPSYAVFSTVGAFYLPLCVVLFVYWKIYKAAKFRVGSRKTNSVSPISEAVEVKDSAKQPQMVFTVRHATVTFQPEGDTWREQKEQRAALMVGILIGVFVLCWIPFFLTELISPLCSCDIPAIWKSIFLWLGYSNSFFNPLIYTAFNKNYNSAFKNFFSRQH
PKA-R1A act: PKA-R1A complex activation. P00514+P68181. PKA-R1A dissociation, Cy5-IP20 fluorescence polarization; scaled: DMSO 0%, 113 µM cGMP 100%. activation, % at 11.4 µM. 340,000 tested, 0.083% active;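 active means percent activation above the mean of all tested compounds plus 3 SD, cut at about 19% in these data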;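 further: higher means more PKAc released from R1A so a rise in polarization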
PKA-R2B activ: PKA-R2B complex activation; 340,000 tested, 0.079% active; activation, % at 11.4 µM; P22694+P31323; PKA-R2B holoenzyme dissociation, Cy5-IP20 fluorescence polarization; R2B truncated from residue 108, S112A mutant; 0% DMSO only, 100% 113 µM cGMP; AID 504700;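 active means activation above a cutoff set at the mean over all compounds plus 3 SD, cut at about 18% in these data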;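 further: higher means more holoenzyme dissociation and a rise in polarization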
Target sequence (P31323 whole entry, looked up, other chains not shown, the tested form may be a part): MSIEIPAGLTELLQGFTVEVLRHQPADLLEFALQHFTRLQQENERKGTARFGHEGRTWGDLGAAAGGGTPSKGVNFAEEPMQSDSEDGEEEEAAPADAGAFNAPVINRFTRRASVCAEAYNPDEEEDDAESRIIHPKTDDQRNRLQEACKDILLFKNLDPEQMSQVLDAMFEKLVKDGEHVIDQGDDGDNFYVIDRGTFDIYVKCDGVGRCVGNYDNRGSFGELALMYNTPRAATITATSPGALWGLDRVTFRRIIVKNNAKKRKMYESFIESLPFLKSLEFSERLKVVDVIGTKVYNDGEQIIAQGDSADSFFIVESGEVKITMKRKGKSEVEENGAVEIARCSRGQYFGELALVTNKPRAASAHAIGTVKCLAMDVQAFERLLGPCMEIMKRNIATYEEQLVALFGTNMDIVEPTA
phage Ecoli inh: E. coli growth loss with phage present; AID 651602; 360,000 tested, 0.26% active; inhibition, % at 11.9 µM; growth absorbance; in the data active means inhibition above about 11%
PfHsp90 yeast 2: reduces growth (ATP signal) of yeast expressing P. falciparum Hsp90; S. cerevisiae expressing PfHsp90, BacTiter-Glo ATP, 48 h; yeast lacking PDR1 and PDR3 efflux regulators; inhibition, % at 9.4 µM; 310,000 tested, 0.32% active;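 active means every replicate shows inhibition above about 80%, whatever the replicate mean, limit read from the data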;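 further: 0% = DMSO neutral controls and 100% = 20 µM radicicol positive controls; yeast relying on Plasmodium falciparum Hsp90 in place of its own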
An asterisk follows results filed as active; x = no result given.

SMILES | OPRM1-OPRD1 inv | Mot1-301 SUMO | MOR-DOR ag | AddAB inh | Tat export inh | Ecoli viability | HTR5A inv ag | PKA-R1A act | PKA-R2B activ | phage Ecoli inh | PfHsp90 yeast 2
COC(=O)CN1C(=O)COc2ccc(S(=O)(=O)N3CCCC3)cc21 | 9 | -14 | -1.8 | 3.0 | 3 | 0.8 | 18 | 6 | -3 | 2.7 | 6
CCCCCCNC(=O)c1c(O)c2cccc3c2n(c1=O)CCC3 | 18 | -1 | -3.0 | -1.2 | -4 | 0.9 | -31 | -11 | 0 | 2.2 | 16
CC(C)C[C@H]1CN=C(Nc2ccccc2)N1CCCC1CCCCC1 | -14 | -33 | 2.4 | 3.7 | 5 | 2.6 | -50 | -2 | -5 | 3.3 | 0
O=C(C1COc2ccccc2O1)N1CCN(c2ccccc2O)CC1 (centres undefined) | -1 | -5 | 0.3 | 0.2 | 2 | 2.3 | 6 | 6 | 4 | 0.1 | -15
CCCCn1[nH]c(-c2ccccc2)cc1=O | 14 | 3 | -2.4 | 1.0 | 0 | 0.8 | -9 | 0 | 3 | -0.7 | 8
COc1cccc(OCc2cc(C(=O)N(C)C3CCOCC3)no2)c1 | 0 | -6 | 0.0 | 5.3 | 1 | -0.4 | -9 | -5 | -6 | -2.4 | -8
COc1ccc(CCN2CC(C#N)=C3c4cc(OC)c(OC)cc4CCN3C2)cc1OC | -1 | 10 | 0.2 | 1.0 | -1 | 2.4 | -17 | -12 | 1 | 1.7 | -8
CCn1nc(C)c(NC(=O)/C=C/c2cnn(C)c2)c1C | 10 | -20 | -1.9 | 0.8 | 0 | 2.4 | 16 | 5 | 4 | 2.2 | 16
Cc1nc2ccccc2c(=O)n1/N=C/c1cn(-c2ccccc2)nc1-c1cccs1 | -15 | -3 | 2.6 | 0.4 | -1 | 1.0 | 17 | -13 | -6 | -0.3 | -3
O=C(NCc1ccco1)C1CN(S(=O)(=O)c2ccccc2)CCN1S(=O)(=O)c1ccccc1 (centres undefined) | 2 | 7 | -0.4 | 3.6 | -4 | -1.1 | -2 | 0 | -8 | 2.6 | x
CCCOC(=O)C1[C@H]2C(=O)N(CCCOC)C[C@]23C=C[C@H]1O3 (some centres undefined) | 10 | 5 | -2.1 | 0.5 | -6 | 0.9 | -1 | 4 | -5 | 2.5 | x
Cc1nc(N2CCOCC2)c2c(C)c(C(=O)Nc3ccccc3Cl)sc2n1 | -2 | 13 | 0.4 | 0.1 | -1 | -0.4 | -22 | -1 | 3 | 0.9 | -5
COc1ccc(NC(=S)NNC(=O)c2ccc(S(=O)(=O)N3CCOCC3)cc2)cc1 | 24 | 12 | -4.5 | 1.2 | -1 | -1.7 | 10 | 0 | 5 | 3.7 | -23
O=C1/C(=C/c2ccccn2)SC(=S)N1c1cccc(O)c1 | -27 | -4 | 5.2 | -1.4 | 1 | -0.8 | -15 | -8 | 2 | 1.9 | -9
CC(C)C[C@@H](CN1CCCC1CN1C(=S)NC[C@@H]1Cc1ccc(O)cc1)N1C[C@H](Cc2ccccc2)N(CC2CCCCC2)C1=S (some centres undefined) | -8 | x | 1.8 | x | -5 | x | -7 | -3 | 5 | 3.6 | -15
CC(C)Oc1ccccc1-c1nc(SCC(=O)O)n[nH]1 | -22 | 444 | 4.0 | -0.2 | -1 | -2.2 | -43 | -4 | 5 | 1.1 | -15
COc1cc(C(=O)Nc2ccc(Cl)c(C(F)(F)F)c2)cc(OC)c1OC | -21 | 22 | 4.1 | 2.4 | 5 | -1.4 | 7 | -11 | -12 | 0.3 | 45
CCOc1ccc(-n2c(=O)c3sccc3n(Cc3ccc(C)cc3)c2=O)cc1 | -4 | 2 | 0.7 | 1.4 | -4 | -0.4 | 19 | -2 | -5 | -0.7 | -18
O=c1c2sc(-c3ccccc3)cc2nc2n1CCCCC2 | 14 | 144 | -2.7 | -0.2 | 8 | -0.1 | -25 | -10 | -2 | 1.6 | 0
Cc1nn(C)cc1C(C(=O)NC1CCCCC1)N(C(=O)Cn1nnc2ccccc21)c1ccc(F)cc1 (centres undefined) | 14 | 23 | -2.4 | 0.3 | 1 | -1.4 | -8 | 3 | -1 | 0.6 | -4
Fc1ccc(NC(=S)NCCc2ccc(Cl)cc2)cc1 | -7 | 18 | 1.4 | 7.6 | -1 | 4.1 | -24 | 7 | -13 | 7.2 | -11
C=C(C)CN(CC)c1nc(N)c2c(N)nc3c(c2c1C#N)CC(=O)N3C12CC3CC(CC(C3)C1)C2 | -15 | -1 | 2.9 | 1.9 | 3 | -0.9 | -9 | 2 | 2 | 5.3 | -25
CCOc1nc(OCC)c2cnn(C)c2n1 | 8 | 6 | -1.6 | -1.9 | -3 | 0.0 | 6 | -6 | -11 | 2.5 | 5
COCCNC(C(=O)Nc1ccc([N+](=O)[O-])cc1Br)c1ccccc1 (centres undefined) | -10 | -9 | 2.0 | 4.9 | -4 | 0.2 | 1 | 15 | -8 | 2.6 | -6
O=C(NCCc1ccccc1F)[C@@H]1CSC2c3ccccc3C(=O)N21 (some centres undefined) | 3 | -3 | -0.6 | -0.1 | 7 | -1.5 | 11 | -3 | -12 | 2.8 | -16
CC1(C)CC(=O)c2cc(C(=O)N3CCN(CCO)CC3)c(=O)n(-c3ccc(Cl)cc3)c2C1 | 2 | 7 | -0.3 | 2.2 | -4 | 0.0 | 2 | -4 | -7 | -0.6 | 10
Cc1c(C(=O)CN2CCN(c3ccccc3)CC2)c2ccccc2n1C | -1 | 27 | 0.2 | -2.2 | -2 | -1.9 | 14 | 12 | -6 | 3.0 | -40
CCC(=O)N1CCN=C1SCc1ccccc1 | 11 | 2 | -2.0 | 4.4 | -1 | -2.9 | 8 | 2 | 2 | 1.7 | -4
Cc1cccc(OCCC(=O)Nc2ccc(F)c(F)c2)c1 | -3 | 380* | 0.5 | 6.6 | 2 | 1.6 | -11 | -1 | -25 | -1.5 | -12
COc1ccc2c(c1OC)C(=O)N1c3ccccc3N=C(c3ccc([N+](=O)[O-])cc3)CC21 (centres undefined) | -2 | -13 | 0.3 | 3.9 | -8 | 2.6 | 6 | -2 | -10 | 1.9 | -11
CN1c2ccsc2C(O)=C(C(=S)Nc2ccccc2)S1(=O)=O | 10 | 10 | -1.6 | 0.4 | 3 | 0.5 | -4 | -5 | -8 | 0.3 | 14
O=C(Nc1cccc(O)c1)C1CCCN1C(=O)OCc1ccccc1 (centres undefined) | 11 | -5 | -2.6 | 4.3 | 5 | -2.9 | 8 | 3 | 9 | 1.8 | -11
COc1cc(C2NC(=O)NC(C)=C2C(=O)OCC2CCCO2)cc(OC)c1OC (centres undefined) | 4 | 134 | -0.6 | 4.2 | 0 | -0.5 | 0 | -5 | -9 | 3.0 | 1
O=C(COc1ccc(Cl)cc1)NCc1nnc(SCC(=O)Nc2ccc(F)cc2F)o1 | 2 | -18 | -0.3 | 3.7 | 7 | 1.0 | 21 | -6 | -18 | 3.6 | 0
CN1C(=O)N(C)c2cccc3cccc1c23 | -12 | -3 | 2.7 | 1.9 | 3 | -0.5 | 4 | -5 | -2 | 1.3 | 4
CC(=O)Nc1c2c(nn1-c1ccccc1C)CS(=O)C2 (centres undefined) | 20 | -31 | -4.0 | 2.5 | -2 | -1.6 | -3 | -6 | 2 | 1.7 | -6
C=CCn1c(SCc2ccc(C(=O)Nc3ccccc3)cc2)nnc1-c1ccccc1 | 14 | 3 | -2.6 | 0.4 | 8 | 2.2 | -21 | 6 | 0 | x | 2
COc1ccc(-c2ccc(N)cn2)cn1 | 12 | -8 | -2.1 | -0.6 | 7 | 0.2 | -23 | -2 | -2 | 3.6 | 12
CCn1c(=O)cc(SCC(=O)N2CCN(c3ccccn3)CC2)c2ccccc21 | 9 | x | -1.8 | x | 2 | x | 29 | -1 | 8 | 1.7 | -10
Cc1ccc(/C=C/c2nnc(-c3cccc(C)c3)o2)cc1 | 12 | 11 | -2.0 | 1.9 | 2 | -1.6 | 5 | 5 | -6 | -1.0 | 12
O=C(COC(=O)/C=C/c1nc2ccccc2s1)Nc1ccccc1Oc1ccccc1 | -4 | -15 | 0.6 | -3.3 | -3 | -2.7 | -6 | 5 | -7 | 4.1 | 6
Cc1ccc(C(=O)CC(=O)c2ccc(C)cc2O)cc1 | -16 | -4 | 2.8 | x | -9 | x | -5 | 4 | 0 | 4.4 | 5
O=C(NCC1CCCO1)c1cccc(N2C(=O)C3C4C=CC(C4)C3C2=O)c1 (centres undefined) | 10 | -8 | -1.8 | -0.2 | -1 | -0.3 | 2 | 11 | -12 | 0.2 | -21
Cc1ccc(/C(O)=C2\C(=O)C(=O)N(Cc3cccnc3)C2c2ccccc2[N+](=O)[O-])cc1 (centres undefined) | 25 | -7 | -5.1 | 3.4 | 2 | -1.6 | -17 | -3 | -2 | 6.0 | 17
COCCNC(=O)c1cc2c(=O)[nH]c3ccccc3c2s1 | 8 | 0 | -1.5 | -0.7 | 1 | -2.8 | -14 | 2 | 1 | 1.4 | -12
COc1cccc(CC2(CO)CCCN(S(=O)(=O)N(C)C)C2)c1 (centres undefined) | 15 | -4 | -3.4 | 1.3 | 5 | 2.9 | -12 | -13 | -6 | 3.3 | -37
O=C(Cn1cc(C(=O)C2CC2)c2ccccc21)NC1CCCC1 | 15 | 151 | -2.9 | -0.4 | -3 | -2.7 | -25 | -2 | -1 | 4.6 | -6
COc1ccc(-c2[nH]c3ccccc3c2SCCN)cc1 | -12 | 19 | 2.2 | -1.7 | 0 | 0.3 | -3 | -15 | -7 | 3.5 | -4
CN(C)CCCNC(=O)c1cc(C(=O)c2ccc(F)cc2)c[nH]1 | 3 | 10 | -0.6 | 4.8 | -2 | 1.1 | 11 | -3 | 0 | 3.5 | 38
COc1ccc(NC(C)=O)cc1S(=O)(=O)Nc1ccc(C(=O)N2CCCC2)cc1 | 12 | 1 | -2.3 | 0.1 | 2 | -2.1 | -1 | 5 | 2 | 0.6 | 0
O=C(c1ccc(Br)o1)N1CCN(Cc2ccccc2Cl)CC1 | 9 | 10 | -2.0 | 1.2 | -8 | -0.8 | -7 | 5 | -10 | 0.4 | 2
Cc1ccc(NC(=O)c2ccc(S(=O)(=O)N3CCCC3)cc2)cc1 | 8 | 21 | -1.8 | 5.3 | 0 | 0.9 | 7 | 10 | 4 | 3.0 | 8
CCOC(=O)C(C)Sc1nc2ccccc2c(=O)n1CC1CCCCC1 (centres undefined) | -20 | -23 | 3.5 | 1.7 | 8 | -1.9 | -5 | 2 | 2 | 3.3 | x

With a hit mark in Mot1-301 SUMO, among the entries above:
Compound | OPRM1-OPRD1 inv | Mot1-301 SUMO | MOR-DOR ag | AddAB inh | Tat export inh | PKA-R1A act | PKA-R2B activ | phage Ecoli inh | PfHsp90 yeast 2
Cc1cccc(OCCC(=O)Nc2ccc(F)c(F)c2)c1 | -3 | 380* | 0.5 | 6.6 | 2 | -1 | -25 | -1.5 | -12

Rows were taken by chance; overall some 2.2% were active at least once.
